# Assay outcomes deposited in PubChem BioAssay by School of Medicine, Indiana University.
# FECH block: inhibitors of human ferrochelatase, primary screen, biochemical, purified FECH, Ni-mesoporphyrin absorbance; hit rate 3.3% among 20,000; Ni-mesoporphyrin absorbance 550 nm; Ferrochelatase, mitochondrial (Homo sapiens), P22830; calls only at 10 µM (by protocol);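 active means enzyme reaction rate more than 3 SD below the solvent-only control wells on the same plate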;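 further: lower slope than DMSO wells means FECH inhibition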
# Target sequence (P22830 whole entry, looked up): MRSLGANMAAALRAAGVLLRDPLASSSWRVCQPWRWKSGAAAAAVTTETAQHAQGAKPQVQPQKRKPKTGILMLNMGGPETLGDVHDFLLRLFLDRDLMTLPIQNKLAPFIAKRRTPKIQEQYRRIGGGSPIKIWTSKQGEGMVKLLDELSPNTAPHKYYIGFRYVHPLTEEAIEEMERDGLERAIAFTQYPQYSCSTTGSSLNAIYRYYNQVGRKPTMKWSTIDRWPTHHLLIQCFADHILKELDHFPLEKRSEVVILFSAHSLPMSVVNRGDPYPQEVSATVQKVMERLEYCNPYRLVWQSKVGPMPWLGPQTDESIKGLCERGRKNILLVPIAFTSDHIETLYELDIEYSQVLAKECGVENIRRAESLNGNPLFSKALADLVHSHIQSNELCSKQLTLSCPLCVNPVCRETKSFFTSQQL
# Calls only; i = inactive; + = active, no number. An excerpt. The share of hits here may be higher or lower than overall.
SMILES,FECH block
COc1ccc(Nc2cc(C)nc(Nc3ccc(NC(=O)C4CCCCC4)cc3)n2)cc1,i
O=C(CCC(=O)N1CCc2cc(S(=O)(=O)NCc3ccccc3)ccc21)N1CCOCC1,i
COc1cccc(Cn2c(CNC(=O)C3CC3)nc3cccnc32)c1,i
COc1ccc(CCN2CC(NC(=O)c3cc(C(C)C)[nH]n3)CC2=O)cc1 (stereo not given),i
CCN(CC)Cc1cnc2c(C(=O)NC3CCCCC3)cnn2c1,i
NS(=O)(=O)c1ccc(CCNC(=O)CN2CCSc3ccccc32)cc1,i
COc1ccc(C(C)C)cc1S(=O)(=O)N1C[C@H]2C[C@H](O)[C@H](O)C[C@H]2C1,i
Cc1ccc(C)c(N2CCN(S(=O)(=O)c3cc(C(=O)N4CCCC4)cs3)CC2)c1,i
COc1ccc(Cn2c(CNS(=O)(=O)c3c(C)cc(C)cc3C)nc3cccnc32)cc1,i
O=C(Nc1cc(F)ccc1F)C1CCN(c2ncnc3c2nc2n3CCCCC2)CC1,i
O=C(Cc1ccc(Cl)cc1)NCCn1c(C(F)(F)F)nc2cccnc21,i
CN(C)S(=O)(=O)CCCN1CCCCC1c1nc2ccc(F)cc2[nH]1 (stereo not given),i
CCn1ncnc1CN1CCCN(Cc2ccc(F)cc2)C(C(C)C)C1 (stereo not given),i
O=C(NCc1cccc(Cl)c1)c1nc(N2CCCC2)c2oc3ccccc3c2n1,i
CCc1ncc2c(n1)CN(C(=O)c1cccc(-c3ncn[nH]3)c1)C2,i
CC(C)Oc1cccc(-n2ccnc2)c1,i
Cc1cccc(C(=O)Nc2cc(C)nn2-c2ncnc3c2cnn3-c2cccc(Cl)c2)c1,i
C=CCOc1c(Cl)cc(C(=O)NC(C)c2n[nH]c(=O)[nH]2)cc1Cl (stereo not given),i
Cc1ccc(NS(=O)(=O)c2cc(N3C(=O)CCS3(=O)=O)ccc2C)cc1C,i
O=c1cc(CNc2ccc(Cl)cc2)nc2nc(NCc3ccccc3)[nH]n12,+
COc1nccnc1-c1cccc(C(C)N2CCCC2)c1 (stereo not given),i
COc1ccc(Nc2nc(NC3CCCCCC3)nc3c2cnn3-c2ccccc2)cc1,i
O=C1NCC(c2ccc(Cl)cc2)Cc2[nH]c(Cc3cccnc3)nc21 (stereo not given),i
COc1cccc(N2CCN(Cc3cn[nH]c3C(=O)O)C(C)C2=O)c1 (stereo not given),i
COc1ccccc1N(Cc1nc2nc(C)cc(C)n2n1)C(=O)c1cc(OC)c(OC)c(OC)c1,i

# Structures shown so far that contain an aryl methoxy group (9):
SMILES,FECH block
COc1ccc(Nc2cc(C)nc(Nc3ccc(NC(=O)C4CCCCC4)cc3)n2)cc1,i
COc1cccc(Cn2c(CNC(=O)C3CC3)nc3cccnc32)c1,i
COc1ccc(CCN2CC(NC(=O)c3cc(C(C)C)[nH]n3)CC2=O)cc1 (stereo not given),i
COc1ccc(C(C)C)cc1S(=O)(=O)N1C[C@H]2C[C@H](O)[C@H](O)C[C@H]2C1,i
COc1ccc(Cn2c(CNS(=O)(=O)c3c(C)cc(C)cc3C)nc3cccnc32)cc1,i
COc1nccnc1-c1cccc(C(C)N2CCCC2)c1 (stereo not given),i
COc1ccc(Nc2nc(NC3CCCCCC3)nc3c2cnn3-c2ccccc2)cc1,i
COc1cccc(N2CCN(Cc3cn[nH]c3C(=O)O)C(C)C2=O)c1 (stereo not given),i
COc1ccccc1N(Cc1nc2nc(C)cc(C)n2n1)C(=O)c1cc(OC)c(OC)c(OC)c1,i

# A draw from above in order of molar mass, low to high.
SMILES,FECH block
COc1cccc(N2CCN(Cc3cn[nH]c3C(=O)O)C(C)C2=O)c1 (stereo not given),i
C=CCOc1c(Cl)cc(C(=O)NC(C)c2n[nH]c(=O)[nH]2)cc1Cl (stereo not given),i
CN(C)S(=O)(=O)CCCN1CCCCC1c1nc2ccc(F)cc2[nH]1 (stereo not given),i
O=c1cc(CNc2ccc(Cl)cc2)nc2nc(NCc3ccccc3)[nH]n12,+

# Additional structures follow:
SMILES,FECH block
Cn1nc(C(=O)NCc2ccccc2)c2c1CCN(C(=O)c1ccc(Cl)cc1)C2,i
CCCn1cc(C(=O)N(Cc2ccccn2)CC2CCCO2)c(C)n1 (stereo not given),i
CC(C)c1nccc(CN2CCCC2c2ccc(F)cc2)n1 (stereo not given),i
Cc1ccc(S(=O)(=O)N2CCC(n3c(-c4ccccc4)nc4cccnc43)CC2)cc1,i
Cc1cc(-c2c(-c3ccccc3)ncn2Cc2n[nH]c(=O)c3ccccc23)n[nH]1,i
COC(=O)[C@@H]1C[C@H](NC(=O)c2cnc(Nc3ccccc3)nc2)CN1C,i
COCCN1CCCC(O)(CN2CCCN(c3ncccn3)CC2)C1=O (stereo not given),i
CCC(C)Oc1c(OC)cccc1-c1ncc[nH]1 (stereo not given),i
Cc1ccc(-c2nnc(-c3nc(N4CCc5ccccc54)c4ccccc4n3)o2)cc1,i
NS(=O)(=O)c1ccc(CCN[C@H]2CS(=O)(=O)C[C@@H]2S(=O)(=O)c2ccc(F)cc2)cc1,i
COc1ccc(S(=O)(=O)NCCn2c(-c3ccccc3)nc3cccnc32)cc1Cl,i
CN(C)CCNS(=O)(=O)c1cc(C(=O)N2CCCC2)cs1,i
c1ccc(CCc2n[nH]c(CSc3ccccc3)n2)cc1,i
CCc1ccc(-n2c(CN3CCN(S(=O)(=O)c4cccc(Cl)c4)CC3)nc3cccnc32)cc1,i
CCOCCCN(C1CCN(C(C)=O)CC1)S(=O)(=O)c1cc2c(cc1Cl)NC(=O)CO2,i
C=CCNc1nc(Nc2ccc(Cl)cc2)c2cnn(-c3ccccc3)c2n1,i
O=C(CN1CCCN(Cc2ccc(Cl)cc2)S1(=O)=O)Nc1ccc(F)cc1,i
Cc1nc(CCNC(C)Cn2cncn2)sc1C (stereo not given),i
CCCn1c(-c2sccc2C)n[nH]c1=O,i
O=C(CSc1nc(-c2ccc3c(c2)OCO3)nc2cc(=O)[nH]n12)NCCCc1ccccc1,i
Cc1ccc(-c2nnc(-c3nc(NC4CC4)c4ccccc4n3)o2)cc1,i
O=C(NCCCc1ccccn1)c1ccc(-c2cccnc2)nc1,i
CCc1cc(CN(C)CCC(=O)Nc2cccnc2)on1,i
Cc1nn(-c2ccccc2)c(C)c1-c1ccnc(NCc2cnc3ccccn23)n1,i
Cc1cc(NC(=O)C2CCCCC2)n(-c2ncnc3c2cnn3-c2ccc(F)cc2)n1,i
SMILES,FECH block
Cc1cc(NC(=O)CN2C(=O)CN(C)C(=O)c3ccccc32)ccc1Br,i
CC(C)(C)CNC(=O)c1[nH]cnc1C(=O)NCCc1c[nH]c2ccccc12,i
CCn1ncnc1CN1CCOc2c(cc(-c3cccc(OC)n3)cc2OC)C1,i
Cn1c(=O)n(Cc2ccccc2F)c(=O)c2cnc(-c3ccc(Cl)cc3)nc21,i
Cc1ccc(C2=CC(c3ccccc3Cl)n3nc(NC(=O)c4ccccc4)nc3N2)cc1 (stereo not given),i
CNC(=O)[C@@H]1C[C@H](N)CN1Cc1cccn1-c1ccc(OC)cc1,i
CCCc1ccc(S(=O)(=O)N2CCC(n3c(-c4ccccc4)nc4cccnc43)CC2)cc1,i
CC(CCc1ccccc1)NC(=O)CSc1nc(-c2ccco2)nc2cc(=O)[nH]n12 (stereo not given),i
Cc1ccc(-c2ncc3c(=O)n(Cc4ccc(Cl)cc4)c(=O)n(C)c3n2)cc1,i
CCC/C=C/c1cncc(C(=O)N2CCOCC2)n1,i
Cc1ccc(N(C)S(=O)(=O)c2ccc3c(c2)NC(=O)CC(=O)N3)cc1C,i
Cc1cc(C)n2nc(CN(Cc3ccccc3)C(=O)c3ccccc3)nc2n1,i
CS(=O)(=O)N1CCN(c2cc(-c3ccc(F)cc3)ncn2)CC1,+
Cc1cccc(-c2cc(N3CCN(C(=O)Nc4ccc(C)cc4C)CC3)ncn2)c1,i
CCN(Cc1cccc(C(=O)Nc2ncc(C)s2)c1)[C@H]1COC[C@@H]1O,i
COCCNC(=O)C1CCCN(C2CCN(c3ncc(F)cn3)CC2)C1 (stereo not given),i
CCn1c(C2CCCN(c3ncnc4sc(C)cc34)C2)n[nH]c1=O (stereo not given),i
CN1CC2(CCN(C(=O)CCc3cn4ccccc4n3)CC2)CC1C(=O)O (stereo not given),i
C=CCc1cc(CN2CCN(C)C3(CCN(C)CC3)C2)cc(OCC)c1O,i
Cc1ncnc2c1ncn2-c1ccc(N)nc1,i
OC1CCCN(c2ccnc(N3CCOc4ccccc4C3)n2)C1 (stereo not given),i
O=S(=O)(c1ccc(F)cc1)N1CCN(Cc2nc3cccnc3n2-c2cccc(F)c2)CC1,i
CCS(=O)(=O)N1CCC2(CC1)OC(=O)C(C)=C2C(=O)N1CCN(Cc2ccccc2)CC1,i
CCN(CC)CCCNC(=O)C1CCN(c2ccc(-c3ccc(F)cc3)nn2)CC1,i
COc1ccc(-n2ccn3c(CCC(=O)NCCc4ccc(S(N)(=O)=O)cc4)nnc3c2=O)cc1,i
SMILES,FECH block
COc1ccc(CN2CCCN(CC(=O)Nc3ccc(F)cc3F)S2(=O)=O)cc1,i
COc1nc2c(cc1C(=O)NCCC1CN(C)CCO1)CCC2 (stereo not given),i
CCc1c(C)nc2ncnn2c1Sc1ccc(NC(=O)Nc2cc(Cl)ccc2OC)cc1,i
CCCc1cncnc1NC1CC(=O)N(CCc2ccc(F)cc2)C1 (stereo not given),i
COc1ccccc1-c1cc(C(=O)NCC2(N(C)C)CCSC2)[nH]n1 (stereo not given),i
CCCNc1nc(Nc2cccc(OC)c2)c2cnn(-c3ccccc3)c2n1,i
CCOc1ccc(-c2nc(C(N)=O)c3c(n2)n(-c2ccc(C)c(C)c2)c(=O)n3Cc2ccccc2)cc1,i
Cc1nc(SCc2nc(-c3ccccc3)oc2C)[nH]c(=O)c1Cc1ccccc1,i
O=C(c1scc2c1OCCO2)N1CCCn2cncc2C1,i
CCn1nc(C(=O)O)c2c1CCN(C(=O)C(c1cccnc1)N1CCCC1)C2 (stereo not given),i
Cc1nc2nc(-c3ccccc3)nn2c(Sc2ccccc2NC(=O)C2CC2)c1C,i
Cc1nn(C)cc1-c1ccnc(NCc2ccon2)n1,i
COCCNC(=O)C1(C)Cn2c(cc3ccsc32)C(=O)N1Cc1cccc(Cl)c1 (stereo not given),i
C=CCN(C(=O)CCn1c(C)cc(C)nc1=O)C1CCCC1,i
Cc1nc(C)c(CC(=O)N(C)CCn2ccc3ccccc32)c(=O)[nH]1,i
CC(C)(C)SCCN1CC(=O)N2CC[C@@H](O)C[C@H]2C1=O,i
Cc1ccc(-n2c(CN(C)S(C)(=O)=O)n[nH]c2=O)cc1C,i
O=C(Cn1c(=O)oc2ccccc21)N1CCN(CCc2ccncc2)CC1,i
COc1ccccc1C1CCN(C(=O)CCC(=O)NC2CCCC2)CC1,i
CN1CCCC(c2n[nH]c(=O)n2CCc2ccccc2)C1 (stereo not given),i
CN(C)C(=O)c1ccc2c(c1)N(CC(=O)N1CCN(C3CCCCC3)CC1)C(=O)C1CCCCN21 (stereo not given),i
CC(C)C(=O)Nc1cccnc1-c1ccn[nH]1,i
CC(C)c1cc(=O)n2[nH]c(CNc3ccc(Br)cc3)nc2n1,+
CC(=O)N1CCc2c(nc(-c3ccccn3)nc2N2CC=CC2)C1,i
C=CCN1CC(C(=O)N2CCC(c3cc(C(C)C)n[nH]3)CC2)CC1=O (stereo not given),i
SMILES,FECH block
CC1=CC[C@@H]2CN(c3cncc(C(=O)N4CCCC4)n3)C[C@@H]2C1,i
CC(C)OCC(=O)N1CCCC(C(=O)c2ccc3c4c(cccc24)CC3)C1 (stereo not given),i
CCOc1ccc(NC(=O)Cn2c(=O)n(CC3CCC(C(=O)NC)CC3)c(=O)c3sccc32)cc1 (stereo not given),i
COc1ccc(N2CCCS2(=O)=O)cc1NC(=O)COc1ccccc1OC,i
CCn1c(=O)n(Cc2ccc(Br)cc2F)c(=O)c2cnc(-c3ccc(OC)cc3)nc21,i
CC(C)c1cc(NCc2cccnc2Oc2ccc(F)cc2F)ncn1,i
COc1ccc(NC(=O)C2CCN(c3ccc(-c4ccc(Br)s4)nn3)CC2)cc1OC,i
CCCOC1CCCN(Cc2ccccc2C(=O)O)C1 (stereo not given),i
CS(=O)(=O)NC1CCN(CC(O)CO)CC1 (stereo not given),i
O=C(c1cc(-c2ccccc2)on1)N1CCCC(N2CCC(CO)CC2)C1 (stereo not given),i
CN(Cc1cc2cc(F)ccc2[nH]1)Cc1nccn1C,i
CC(C)c1ccc(NC(=O)CN2C(=O)CN(C)C(=O)c3ccccc32)cc1,i
O=C(N[C@@H]1c2ccccc2C2(CCNCC2)[C@H]1O)c1scc2c1OCCO2,i
CN(Cc1n[nH]c2c1CCCC2)Cc1cc2ccccc2[nH]c1=O,i
Cc1cccc(Nc2nc(NCCC(C)C)nc3c2cnn3-c2ccccc2)c1,i
CC(Cn1cncn1)NCc1cc(-c2ccco2)on1 (stereo not given),i
CSc1nc(Nc2ccc(C(C)C)cc2)c(C#N)c(-c2ccc(C)cc2)n1,i
Cc1ccc(CN(CCN(C)C)C(=O)c2ccc[nH]c2=O)s1,i
C=CCNc1ccccc1C(=O)N1CCN(CCS(C)(=O)=O)CC1,i
CCCc1c(C)nc2ncnn2c1Sc1ccc(NC(=O)C(C)(C)C)cc1,+
COCCN1CCCC(O)(CN2CCN(Cc3ccncc3)CC2)C1=O (stereo not given),i
CCOc1ccc(Nc2nc(N3CCOCC3)nc3c2cnn3-c2ccccc2)cc1,i
c1cncc(OCCCn2ccnc2-c2cccc3nonc23)c1,i
Cc1nc(N2CCCC2)nc(-c2ccc(S(C)(=O)=O)cc2)c1C,i
CC(C)C(=O)Nc1nc2n(n1)C(c1ccc(Cl)cc1)C=C(c1ccc(Cl)cc1)N2 (stereo not given),i
O=C(NC1CC1)C1CCCN(C2CCN(Cc3nccs3)CC2)C1 (stereo not given),i
CC(C)C[C@@H](CO)n1cc(-c2ccnc3ccccc23)nn1,i
COc1cccc(OC)c1-c1ccc(-c2csc(N)n2)cc1,i
